# Bioassay records: PubChem, The Scripps Research Institute Molecular Screening Center
# PLC-gamma1 inh: blocks human PLC-gamma1 enzyme activity | P19174 | purified PLC-gamma1, fluorogenic substrate, fluorescence | inhibition, % at 12.2 µM | actives 0.84% (n = 370,000) | AID 720700; in the data active = inhibition above about 9.5%
# HGIII-sPLA2 inh: Blocks human group III sPLA2 activity; Q9NZ20; QFRET BODIPY PC-A2 liposome hydrolysis, fluorescence; inhibition, % at 12.2 µM; actives 0.56% (n = 370,000); AID 743126;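 active = inhibition above mean plus 3 SD of compounds lying within the high and low control bounds, cut at about 19% in these data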;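 note: 0% = median of test compound wells and 100% = no enzyme DMSO wells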
# hcDAF-12 act: activators of H. contortus DAF-12 nuclear receptor; actives 1.4% (n = 370,000); AID 652067; HEK293 hcDAF-12 lit1-tk-luc reporter, luminescence; 0% DMSO, 100% Δ7-dafachronic acid; activation, % at 6.8 µM;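 active = activation above the mean of all tested compounds plus 3 SD, cut at about 5.5% in these data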;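 note: 100% = response to 3 µM Δ7-dafachronic acid high control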
# PLC-beta3 inh: blocks human PLC-beta3 enzyme activity. Purified PLC-beta3, fluorogenic substrate, fluorescence. inhibition, % at 12.2 µM. actives 0.18% (n = 370,000); in the data active = inhibition above about 11%;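 note: 0% = median of compound wells on plate and 100% = full blocker control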
# DAX1 inh-1: inhibits human nuclear receptor DAX1; P51843; HEK293 Gal4-DAX1 luciferase reporter, luminescence; inhibition, % at 6.75 µM; actives 0.99% (n = 340,000); AID 504766;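 active = inhibition above the mean over all tested compounds plus 3 SD, cut at about 4.2% in these data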;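 note: 0% = DAX1-transfected cells with DMSO and 100% = empty-vector control cells with DMSO; inhibition shows as a rise in luminescence from relieved DAX1 repression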
# Target sequence (P51843 207-470 limits assumed): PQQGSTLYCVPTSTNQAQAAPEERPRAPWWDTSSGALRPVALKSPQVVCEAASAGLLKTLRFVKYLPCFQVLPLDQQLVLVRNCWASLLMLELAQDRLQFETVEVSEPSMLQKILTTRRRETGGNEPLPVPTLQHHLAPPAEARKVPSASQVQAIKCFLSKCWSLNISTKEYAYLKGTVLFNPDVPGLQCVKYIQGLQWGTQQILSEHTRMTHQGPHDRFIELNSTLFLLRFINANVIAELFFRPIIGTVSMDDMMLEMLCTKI
# ssDAF-12 act: activators of S. stercoralis DAF-12 nuclear receptor. activation, % at 6.8 µM. HEK293 ssDAF-12/GRIP1 lit1-tk-luc reporter, luminescence; % of 3 µM dafachronic acid response. actives 1% (n = 370,000);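 active = activation above the mean over all tested compounds plus 3 SD, cut at about 0.9% in these data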;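 note: 0% = DMSO-only wells and 100% = 3 µM delta7-dafachronic acid wells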
# hgDAF-12 ag: activates the H. glycines DAF-12 receptor ligand-binding domain. HEK293 GAL4-hgDAF12 UAS-luciferase reporter, agonist luminescence; normalized to butyrate control. actives 1.8% (n = 370,000). activation, % at 6.8 µM. AID 687014;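 active = activation above a cutoff set at the mean of all screened compounds plus 3 SD, cut at about 10% in these data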;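 note: 0% = DMSO wells and 100% = sodium butyrate wells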
# DAX1 inh-2: DAX1 (NR0B1) inhibition, primary screen; actives 1.1% (n = 370,000); inhibition, % at 6.8 µM; AID 652010; HEK293T StAR-luciferase reporter, SF-1/DAX-1 repression relief;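 active = inhibition above the mean over all tested compounds plus 3 SD, cut at about 3.6% in these data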;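 note: 0% = DAX-1 cells with DMSO and 100% = cells lacking DAX-1 with DMSO; higher inhibition means more luminescence from relief of DAX-1 repression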
# FXN GAA850 act: activators of GAA850 frataxin (FXN) promoter. HEK293 lucGAA850 FXN promoter luciferase reporter, 24 h; percent of 10 µM SAHA response. activation, % at 6 µM. actives 0.56% (n = 360,000). AID 540364;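 active = activation above the average of all compounds screened plus 3 SD, cutoff fixed separately per campaign, cut at about 7.5% in these data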;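 note: 0% = DMSO wells and 100% = 10 µM SAHA wells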
# ADAM10 inh: ADAM10 inhibition, QFRET primary screen. recombinant ADAM10, EDANS/DABCYL FRET peptide cleavage, 3 h. actives 0.62% (n = 370,000). AID 720582. inhibition, % at 7 µM;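 active = inhibition above a per-campaign cutoff equal to the mean of compounds falling between control-based bounds plus 3 SD, cut at about 20% in these data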;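 note: 0% = DMSO wells while the 100% control is not disclosed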
# Target sequence (O14672 214-748 limits assumed): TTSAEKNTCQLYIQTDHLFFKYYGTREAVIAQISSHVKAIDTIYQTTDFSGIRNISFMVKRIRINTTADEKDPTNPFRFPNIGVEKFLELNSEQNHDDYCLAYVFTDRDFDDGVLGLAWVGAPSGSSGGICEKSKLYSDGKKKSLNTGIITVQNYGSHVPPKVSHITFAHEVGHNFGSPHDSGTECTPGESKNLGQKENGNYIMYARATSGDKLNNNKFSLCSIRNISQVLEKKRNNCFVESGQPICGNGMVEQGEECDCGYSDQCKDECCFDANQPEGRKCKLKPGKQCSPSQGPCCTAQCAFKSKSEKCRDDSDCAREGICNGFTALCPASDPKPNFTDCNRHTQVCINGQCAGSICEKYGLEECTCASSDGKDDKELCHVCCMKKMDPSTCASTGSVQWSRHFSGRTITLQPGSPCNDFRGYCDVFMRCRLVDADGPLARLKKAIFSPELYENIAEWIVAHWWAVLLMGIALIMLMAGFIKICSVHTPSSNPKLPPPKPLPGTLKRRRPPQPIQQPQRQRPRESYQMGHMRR
# ADAM17 inh: inhibits human ADAM17; P78536; recombinant ADAM17, EDANS/DABCYL FRET peptide cleavage; inhibition, % at 6.95 µM; actives 0.83% (n = 370,000); AID 720648;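 active = inhibition above the mean of compounds lying between control limits plus 3 SD, set per campaign, cut at about 8.5% in these data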;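 note: 0% = DMSO-only wells as the low control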
# * = called active by the depositor; . = not tested or not shown. Rows were taken by chance; 6.9% or so of the library scored in one or more.
item	SMILES	PLC-gamma1 inh	HGIII-sPLA2 inh	hcDAF-12 act	PLC-beta3 inh	DAX1 inh-1	ssDAF-12 act
1	O=C(NC1CCN(Cc2ccccc2)CC1)c1ccccc1OCc1ccccc1Cl	-1	6	-0.8	-12	0.1	-0.8
2	O=C(CSCc1ccc(Br)cc1)NCCc1ccccc1	2	4	1.4	1	-1.1	-1.1
3	COc1cccc(-n2cc(C(=O)NCCCOC(C)C)c3ccccc3c2=O)c1	1	-2	2.7	-6	0.6	-0.7
4	Cc1onc(-c2ccccc2Cl)c1C(=O)N(Cc1nc(-c2ccccc2)no1)C1CCCCC1	1	-1	-1.1	3	-0.1	-1.3
5	COc1cccc(-c2nc(=S)c3c(n2CCCO)CCCC3)c1	-3	13	1.3	-4	-1.0	-1.0
6	Cc1cc(S(=O)(=O)NC(=O)[C@H]2O[C@@H](n3ccc(=O)[nH]c3=O)[C@H](O)[C@@H]2O)ccc1Br	-2	5	-0.7	-3	.	-0.7
7	CCOC(=O)c1c(CSc2ccccc2)oc2cc(Br)c(O)c(CN(C)C)c12	-3	-19	-2.0	-8	-2.2	-1.1
8	CN(CC(=O)Nc1cccc(F)c1)C(=O)c1ccc(NC2CC2)c([N+](=O)[O-])c1	4	3	-1.8	-2	-0.5	-1.4

item	hgDAF-12 ag	DAX1 inh-2	FXN GAA850 act	ADAM10 inh	ADAM17 inh
1	-0.6	1.1	-3.3	-2	-6
2	-0.1	0.2	3.1	4	-1
3	-1.9	-0.2	0.9	-4	-5
4	-0.4	-0.5	-0.8	-5	-4
5	0.9	0.1	4.0	-8	-8
6	-1.1	-0.2	.	-7	-6
7	-3.3	-0.7	8.2*	5	0
8	-2.6	-1.5	1.4	14	1

# (cont.)
item	SMILES	PLC-gamma1 inh	HGIII-sPLA2 inh	hcDAF-12 act	PLC-beta3 inh	DAX1 inh-1	ssDAF-12 act
9	Fc1cccc(F)c1-n1c(CN2CCOCC2)csc1=S	0	0	-0.6	6	-0.4	-1.6
10	O=C(c1cc2ccccc2oc1=O)N1CCN(Cc2ccc3c(c2)OCO3)CC1	-1	7	0.8	2	0.1	-0.5
11	CC1CCN(S(=O)(=O)c2ccc3c(c2)oc(=O)n3CC(=O)N2c3ccccc3CC2C)CC1 (stereo not given)	-2	0	1.2	0	-0.7	-0.3
12	CC(=O)Nc1ccc(S(=O)(=O)NCCC(=O)NCc2ccncc2)cc1	0	5	-0.1	-3	-0.2	-0.6
13	CCCCC(=O)Nc1ccc(NC(=O)CC)cc1OC	1	2	-1.9	1	-0.3	-1.2
14	COc1ccc2[nH]c(=O)c(CN(CC3CCCO3)C(=S)Nc3ccc(C)cc3)cc2c1 (stereo not given)	-9	0	0.8	-14	2.0	-1.4
15	O=C(Nc1nnc(S(=O)(=O)N2CCCCCC2)s1)c1ccccc1Br	-12	-23	-0.6	-18	-1.2	-1.6
16	COCCNC(=O)COC(=O)c1nsc(Cl)c1Cl	3	6	-0.5	3	-0.1	-0.9

item	hgDAF-12 ag	DAX1 inh-2	FXN GAA850 act	ADAM10 inh	ADAM17 inh
9	1.5	-0.5	1.4	4	1
10	-0.5	0.6	2.6	-11	0
11	1.7	0.0	0.4	-9	3
12	3.3	0.9	1.6	-4	-1
13	-0.8	-0.4	2.0	-2	-5
14	-1.0	-0.7	-0.4	-73	-23
15	-0.2	1.5	-0.9	-2	0
16	-0.4	-0.4	2.7	0	1

# Additional entries follow.
item	SMILES	PLC-gamma1 inh	HGIII-sPLA2 inh	hcDAF-12 act	PLC-beta3 inh	DAX1 inh-1	ssDAF-12 act
17	CCOC(=O)c1ccc(S(=O)(=O)NNC(=O)c2cccc(N(C)C)c2)cc1	-7	-6	0.5	-10	1.0	-1.5
18	Cc1cccc(NC(=O)CSCC(=O)Nc2ccc(S(=O)(=O)N3CCOCC3)cc2)c1	-1	-8	0.0	-8	-0.2	-1.0
19	Cn1c(NCc2cccc(Br)c2)nc2ccccc21	2	0	2.1	0	-0.8	-0.5
20	NC(=O)c1ccccc1OCCOc1ccc(Br)cc1	1	-4	-2.4	-1	0.6	-1.1
21	COCCCn1c(Cc2csc(Nc3cccc(Cl)c3)n2)nnc1SCC(=O)OC	-9	-11	-1.4	-8	-0.4	-1.4
22	O=C(CN(c1ccc(F)cc1)S(=O)(=O)c1ccccc1)NC1CCCCCC1	-1	10	1.1	-7	1.3	-0.9
23	CNC(=O)c1cn(-c2ccc(Cl)cc2)c(=O)c2ccccc12	0	-2	-0.5	0	-0.6	-1.3
24	COc1ccc(OCCSc2nnc(C(C)NC(=O)c3ccccc3F)n2C)cc1 (stereo not given)	1	-3	-1.4	-5	-0.2	-2.0

item	hgDAF-12 ag	DAX1 inh-2	FXN GAA850 act	ADAM10 inh	ADAM17 inh
17	3.1	-0.2	0.2	-6	-5
18	-0.4	-1.6	0.4	9	0
19	3.3	-0.2	2.6	1	-1
20	3.2	-0.2	-1.1	-6	-2
21	1.1	0.0	2.3	-1	-7
22	2.1	-0.5	0.7	0	-3
23	2.5	-0.5	0.6	-4	-1
24	1.0	-1.2	0.0	-2	-2

# (further entries)
item	SMILES	PLC-gamma1 inh	HGIII-sPLA2 inh	hcDAF-12 act	PLC-beta3 inh	DAX1 inh-1	ssDAF-12 act
25	O=CN1CCN(C(=O)c2cccc([N+](=O)[O-])c2)CC1	0	5	-1.8	-25	0.2	-1.2
26	O=C1NC(=O)/C(=C/c2cccc(O)c2)N1	-2	4	-0.8	-5	0.3	-0.9
27	CSCC(C)N1CCC(CO)(CCc2ccccc2)CC1 (stereo not given)	-3	4	0.0	-9	0.4	-1.3
28	CCOc1ccc(C2C3=C(CCCC3=O)OC(N)=C2[N+](=O)[O-])cc1 (stereo not given)	3	2	-0.1	-4	1.4	-1.0
29	FC(F)(F)c1cccc(CON=C2CCN(c3ncc(C(F)(F)F)cc3Cl)CC2)c1	-4	6	-1.2	-3	0.0	-1.5
30	Cc1onc(-c2c(F)cccc2Cl)c1C(=O)N(C)CC(=O)Nc1cccc(F)c1	-2	-1	-1.0	6	1.0	-1.1
31	CC(C)(CNC(=O)CNC(=O)c1ccc(Cl)cc1Cl)N1CCOCC1	0	-4	-0.3	-7	0.3	-0.4
32	CNC(=O)C[C@H]1C(=O)N(CCc2ccccc2)C[C@@H]1c1ccc(OC)cc1	1	-4	0.4	-4	-0.3	-0.9

item	hgDAF-12 ag	DAX1 inh-2	FXN GAA850 act	ADAM10 inh	ADAM17 inh
25	0.7	0.0	1.0	-9	1
26	2.4	0.1	1.9	1	-3
27	-1.2	0.0	1.7	3	-4
28	0.5	-0.2	1.2	4	0
29	-0.9	0.6	1.9	-9	-4
30	-0.5	0.8	-1.5	1	0
31	-0.1	0.6	-1.5	-9	-1
32	-1.0	0.1	1.3	-6	-3

# Next structures
item	SMILES	PLC-gamma1 inh	HGIII-sPLA2 inh	hcDAF-12 act	PLC-beta3 inh	DAX1 inh-1	ssDAF-12 act
33	CCN(CC(=O)Nc1c(F)cccc1F)C(=O)COc1cccc2c1OC(C)(C)C2	-1	-3	-1.0	0	-0.9	-1.3
34	Cc1ccc(C(=O)NCC(=O)NNC(=O)CN(C)S(=O)(=O)c2ccc(Cl)cc2)s1	-1	-8	-2.1	-3	1.8	-1.3
35	COC(=O)C1=C(C)N(C)C(=NCC2CC2)NC1c1ccc(Cl)cc1 (stereo not given)	0	6	-0.8	3	.	-1.1
36	COc1ccccc1N1CCN(C2C(=O)Nc3ccccc3-n3nnnc32)CC1 (stereo not given)	-2	7	-1.1	-3	.	-0.4
37	COC(=O)c1sccc1NC(=S)N1CCN(c2ccc(F)cc2)CC1	2	10	-0.1	2	0.1	-1.6
38	CCc1ccc(NC(=O)c2noc(C(C)C)c2[N+](=O)[O-])cc1	1	-16	1.9	0	0.2	-1.2
39	O=[N+]([O-])c1cccc(C(O)C23CN4CN(CN(C4)C2)C3)c1 (stereo not given)	4	0	0.5	-5	3.3	-0.4
40	COc1cc(/C=N/N=C2/NC(=O)C(c3ccccc3)S2)ccc1O (stereo not given)	-8	-26	0.1	-10	-1.3	-0.6

item	hgDAF-12 ag	DAX1 inh-2	FXN GAA850 act	ADAM10 inh	ADAM17 inh
33	-1.2	-1.0	0.0	-2	-2
34	1.5	2.0	-0.7	8	1
35	4.6	0.5	.	-6	-3
36	-0.2	-0.5	.	-19	-2
37	1.5	0.2	-2.7	3	0
38	1.4	0.8	0.7	3	0
39	-3.2	-0.3	0.5	-2	-3
40	-0.9	0.3	3.7	-2	0

# The listing continues.
item	SMILES	PLC-gamma1 inh	HGIII-sPLA2 inh	hcDAF-12 act	PLC-beta3 inh	DAX1 inh-1	ssDAF-12 act
41	Cc1ccc(NC(=O)CCc2nnc3ccc(N4CCC5(CC4)OCCO5)nn23)cc1F	-3	-3	-2.2	-6	0.3	-1.2
42	Oc1oc(-c2ccc(Br)cc2)nc1/C=N/c1ccccn1	-17	8	0.6	-22	1.9	-0.4
43	CN(CC(=O)Nc1ccccc1Cl)C(=O)C1CCN(C(=O)c2ccc(Cl)cc2)CC1	1	0	-0.1	-9	0.4	-1.0
44	CN(CCNC(=O)C1CCC(=O)N(Cc2cccc(F)c2)C1)CCc1ccccc1 (stereo not given)	-1	1	-1.7	0	0.6	-1.9
45	Cc1cc(Nc2cccc(Cl)c2)c2ccccc2n1	-5	-7	-3.3	-4	-1.4	-2.2
46	CCCn1c(SCC(N)=O)nnc1C(C)C	-1	-2	-0.7	1	0.1	-1.2
47	CN1CCN(c2ccccc2NC(=O)COc2ccccc2)CC1	0	5	0.9	2	-1.5	-1.6

item	hgDAF-12 ag	DAX1 inh-2	FXN GAA850 act	ADAM10 inh	ADAM17 inh
41	-2.0	-0.9	0.8	1	-2
42	13*	1.1	3.0	0	-3
43	2.4	0.6	1.0	-14	0
44	-4.2	1.2	1.2	-7	1
45	-3.4	-1.2	2.5	-5	-1
46	-1.0	-0.5	1.0	3	-6
47	1.5	-0.5	-2.0	-5	-7
